PREPL inhibitor = inhibits the human prolyl oligopeptidase-like enzyme. Q4J6C6. recombinant PREPL, fluorescence polarization activity-based probe. inhibition, % at 5.96 µM. 320,000 compounds, 0.68% hits. AID 2751; in the data active = inhibition above about 43%;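 note: 0% = enzyme with DMSO and 100% = wells lacking enzyme; many of its hits are not listed in these tables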
core dimer inh = HCV core protein dimerization inhibition. TR-FRET GST/Flag-core106 dimerization, 1536-well. inhibition, % at 5 µM. 300,000 compounds, 0.33% hits;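 active = inhibition above the mean of all tested compounds plus 3 SD, set per screening campaign, cut at about 45% in these data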
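Assay system – GST-tagged and Flag-tagged HCV core protein residues 1-106 · Quantity – core106 proteins, GST 13.5 nM and Flag 17 nM · Benchmarks – unlabelled core106 and no-GST-core106 wells · Read-out basis – percent inhibition of core106 dimerization signal · Detection – time-resolved FRET, ex 340 nm, em 617 and 671 nm · Schedule – 4 h at 22.5 °C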
TPT1 inhibitor = C. albicans TPT1 enzyme inhibition; recombinant caTPT1, FP RNA substrate dephosphorylation; 300,000 compounds, 0.81% hits; inhibition, % at 5 µM;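 active = inhibition above the mean of all tested compounds plus 3 SD, set per screening campaign, cut at about 24% in these data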;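 note: plate controls were DMSO alone for no effect and ferristatin control at 100 nM for full effect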
PP1 inh = counter-screen for PP5 inhibitors: inhibitors of human PP1-alpha. 320,000 compounds, 0.9% hits. inhibition, % at 6.7 µM. AID 2235. P62136. purified PP1alpha, OMFP fluorescence;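 active = inhibition above the mean inhibition of all tested compounds plus 3 SD, computed separately for each screening campaign, cut at about 15% in these data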
Target sequence (P62136 whole entry, looked up): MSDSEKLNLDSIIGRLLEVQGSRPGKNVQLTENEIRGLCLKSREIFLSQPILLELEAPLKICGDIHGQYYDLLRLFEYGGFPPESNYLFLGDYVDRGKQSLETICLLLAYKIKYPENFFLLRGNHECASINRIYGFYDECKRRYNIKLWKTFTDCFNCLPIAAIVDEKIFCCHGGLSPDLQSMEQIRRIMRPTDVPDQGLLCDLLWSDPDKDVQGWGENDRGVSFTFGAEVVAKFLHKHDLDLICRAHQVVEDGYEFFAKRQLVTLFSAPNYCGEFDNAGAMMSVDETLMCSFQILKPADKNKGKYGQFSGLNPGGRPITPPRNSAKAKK
PP5 inh = inhibitors of human protein phosphatase 5 (PP5) | purified PP5c, OMFP substrate fluorescence | AID 1987 | P53041 | 320,000 compounds, 0.18% hits | inhibition, % at 6.7 µM;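 active = inhibition above the campaign's mean inhibition across all tested compounds plus 3 SD, cut at about 9.5% in these data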;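 note: 0% = DMSO only and 100% = 100 µM cantharidin control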
Target sequence (P53041 whole entry, looked up): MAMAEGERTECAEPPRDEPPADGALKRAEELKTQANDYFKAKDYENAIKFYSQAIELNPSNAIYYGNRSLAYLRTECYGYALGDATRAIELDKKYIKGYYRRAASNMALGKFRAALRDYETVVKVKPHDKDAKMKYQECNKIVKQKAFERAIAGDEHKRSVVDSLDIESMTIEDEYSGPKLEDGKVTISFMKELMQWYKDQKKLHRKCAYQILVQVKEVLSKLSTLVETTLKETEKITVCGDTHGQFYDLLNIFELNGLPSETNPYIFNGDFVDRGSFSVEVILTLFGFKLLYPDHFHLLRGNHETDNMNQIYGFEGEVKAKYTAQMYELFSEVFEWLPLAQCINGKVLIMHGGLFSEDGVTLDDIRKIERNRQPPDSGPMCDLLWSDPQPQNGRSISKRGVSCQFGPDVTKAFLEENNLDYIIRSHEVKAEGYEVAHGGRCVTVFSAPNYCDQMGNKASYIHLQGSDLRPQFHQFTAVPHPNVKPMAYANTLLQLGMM
Fh CTSL1 inh = cathepsin L1 inhibition, PFM18AAP counter-screen; recombinant F. hepatica cathepsin L1, Z-Leu-Arg-MCA fluorescence; inhibition, % at 5.96 µM; 300,000 compounds, 0.49% hits;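 active = inhibition above the mean of all tested compounds plus 3 SD, set per screening campaign, cut at about 17% in these data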;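 note: 0% = plate median of test compound wells and 100% = 1 µM Z-Phe-Ala-diazomethylketone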
GASC-1 inh = human JMJD2C demethylase inhibition; AID 2099; GST-JMJD2C(1-420) H3K9me3 demethylation, DELFIA europium; inhibition, % at 2.35 µM; 330,000 compounds, 0.069% hits;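 active = more than half of a compound's replicate wells show inhibition beyond 50%, single wells judged on their own value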;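 note: signal counts dimethyl H3K9 product captured on neutravidin plate; 0% = median of DMSO wells and 100% = 0.3 times that DMSO median; strong numbers were not always called active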
LYPLA2 counter = blocks human lysophospholipase 2, a PME1 counter-screen; O95372; recombinant LYPLA2, FP-Rh probe fluorescence polarization; inhibition, % at 5.9 µM; 320,000 compounds, 0.38% hits;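 active = inhibition above the screen-wide mean plus 3 SD, limit set per campaign, cut at about 26% in these data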;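 note: 0% = LYPLA2 with DMSO and 100% = wells lacking LYPLA2 enzyme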
Target sequence (O95372 whole entry, looked up): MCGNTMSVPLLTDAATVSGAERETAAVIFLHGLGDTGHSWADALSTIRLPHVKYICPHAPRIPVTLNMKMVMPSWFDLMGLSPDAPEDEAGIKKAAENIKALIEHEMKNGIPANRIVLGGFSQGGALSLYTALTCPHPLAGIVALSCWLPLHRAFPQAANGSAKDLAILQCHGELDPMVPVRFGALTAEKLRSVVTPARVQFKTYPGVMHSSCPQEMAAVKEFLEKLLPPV
Efflux pump inh = blocks antifungal efflux pumps in multiplex yeast assay. inhibition, % at 10 µM. S. cerevisiae Candida pump triplex, Nile Red efflux. 330,000 compounds, 0.44% hits;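 active = plate passing quality check with inhibition over a set limit, or well fluorescence over plate mean plus 4 SD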;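 note: Nile Red retained in pooled yeast measured as flow cytometry median fluorescence; 0% = buffer negative control and 100% = Enniatin B positive control; higher means more Nile Red kept so more efflux inhibition; some compounds called inactive have numbers as strong as hits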
* hit, by the source's call; i = inactive; . = not tested or not shown.

SMILES	PREPL inhibitor	core dimer inh	TPT1 inhibitor	PP1 inh	PP5 inh	Fh CTSL1 inh	GASC-1 inh	LYPLA2 counter	Efflux pump inh
Cc1c(C(=O)N(C)C)sc(NC(=O)c2cccc([N+](=O)[O-])c2)c1C#N	-1	-11	-2	-2	-0.9	0	16	-6	0.0
COc1ccc(N(CC(=O)Nc2cc(C)ccc2C)S(=O)(=O)c2c(C)[nH]c(=O)[nH]c2=O)cc1	9	0	2	0	1.6	0	23	1	0.1
O=C(Cn1cnc2c(nnn2Cc2ccc(F)cc2)c1=O)NC1CCCC1	11	0	0	-2	2.0	-3	-10	6	0.2
CC(C)C(=O)Nc1cc(S(=O)(=O)Nc2ccc(Cl)cc2)ccc1Cl	12	-1	3	2	4.4	-1	-4	-4	0.1
O=[N+]([O-])c1ccc(-c2csc3[n+]2CCS3)cc1	-1	0	-2	1	-0.8	-1	-2	1	-0.1
O=C(Nc1nc(-c2ccccc2)cs1)c1ccccc1NS(=O)(=O)c1ccc(F)cc1	18	18	-2	21*	9.2	0	12	3	-0.5
COc1cc2[nH]c(C(=O)NCc3ccccc3)cc2c(OC)c1OC	5	-4	-4	10	-1.7	0	-1	-3	0.0
O=C(NCc1ccco1)c1ccc2ccccc2n1	-8	1	0	0	2.2	2	2	0	0.2
CNc1ccccc(-c2ccc3cc4c(cc3n2)OCO4)c1=O	7	-7	-6	0	-0.4	5	2	0	0.4
O=C(CSc1nc(-c2ccccc2)cc(C(F)(F)F)n1)NCCN1CCOCC1	14	2	-2	4	0.2	1	-1	14	-0.1
Cc1cc(C(F)(F)F)nc(SCC(=O)NC2CC3CCC2C3)n1 (stereo not given)	-2	-2	-1	-3	-2.0	-1	1	0	-0.1
c1ccc(-c2ccc(-c3csnn3)cc2)cc1	-15	27	0	-2	1.6	0	2	-2	-0.1
Fc1ccccc1Cn1nnc2c(-n3ccnc3)ncnc21	5	-3	0	2	-0.2	1	17	12	-0.1
Cc1ccc(S(=O)(=O)Nc2cccnc2)c(C)c1C	4	-4	-3	-3	-0.8	4	i	5	0.2
COCCn1c(SCC(=O)Nc2sc(C)c(C)c2C#N)nnc1C(C)C	3	-22	4	-5	5.2	-2	-29	-3	0.1
CC(=O)NC1(c2cccc(F)c2)CCN(CC(=O)NC(C)C)CC1	3	-5	1	-3	0.0	-1	4	4	-0.1
O=C(NCCSCc1c(F)cccc1Cl)c1ccc(CN2CCOCC2)cc1	10	-13	-1	0	-0.5	0	6	7	-0.1
COCCNC(=O)Cn1cnc2c(cnn2-c2ccc(OC)cc2)c1=O	3	-8	-4	-2	1.1	-2	-19	3	-0.3
CC1(C)NC(=O)N(CCOc2ccc([N+](=O)[O-])cc2)C1=O	3	5	0	-6	-3.5	3	-8	8	0.1
O=C(CNS(=O)(=O)c1ccc([N+](=O)[O-])cc1)N/N=C/c1ccc(O)cc1O	7	-7	-6	0	1.0	4	14	1	-0.1
O=c1ccn(Cc2ccccc2)c(=O)n1Cc1ccccc1	9	0	-4	0	-1.9	-2	10	2	-0.3
CCOc1ccc(CN(C)C(=O)CCNC(=O)c2ccco2)cc1	10	.	.	-2	2.5	.	-77	3	-0.1
COc1ccc(Cl)cc1NC(=O)NN1CCN(C)CC1	-1	-6	-1	-2	0.0	-1	2	1	-0.1
CC(C(=O)NCCN1CCOCC1)c1ccc([N+](=O)[O-])cc1 (stereo not given)	10	-5	0	-3	2.6	0	-4	0	0.2
CN(C)c1ccc(C(C#N)c2ccccc2)nn1 (stereo not given)	-3	-3	-2	0	-0.3	2	-2	3	-0.1
CCOC(=O)CCn1cc(F)c(=O)[nH]c1=O	1	-5	-1	0	-0.9	-1	-6	1	0.0
COc1ccccc1C(=O)Nc1nnc(SCC(=O)NC2CCCC2)s1	19	-21	-3	4	-0.8	8	-3	-5	-0.1
CC(=O)Oc1c(-c2ccc(Br)o2)oc2ccccc2c1=O	-2	1	-2	1	1.8	-6	2	4	-0.1
O=C(c1ccco1)N(Cc1cccs1)C1CCS(=O)(=O)C1 (stereo not given)	-2	-3	-2	2	1.5	0	0	-5	0.3
COc1cccc(C(C2C(=O)CC(C)(C)CC2=O)C2C(=O)CC(C)(C)CC2=O)c1	-1	5	-3	-3	0.6	7	3	-7	0.0
O=C(Nc1cccc(F)c1)c1c(O)c2ccccc2[nH]c1=O	20	-8	-3	4	1.9	3	15	3	-0.1
O=C(/C=C/c1cccc(F)c1)NNC(=O)c1ccncc1	5	-6	4	-3	-1.1	0	-7	1	0.1
Cc1ccc(C(=O)n2nnc3ccccc32)cc1[N+](=O)[O-]	2	-3	-2	-1	-2.6	-2	2	-1	0.0
CCn1nc(C(=O)Nc2ccc(C)c(C)c2)c(Cl)c1Cl	2	13	1	-5	0.3	0	123	6	0.0
CCOc1cc(CNC2CCCC2)cc(Cl)c1OCc1ccccc1	-19	1	-2	-1	7.3	0	-13	-3	0.0
COc1ccc(C(=O)NC(C)c2cnn(-c3ccccn3)c2C)o1 (stereo not given)	-4	-7	1	-1	1.5	-2	6	3	-0.2
Cc1ccccc1NC(=O)Cn1nc(C(=O)O)c2ccccc2c1=O	5	-4	-2	14	1.4	-4	1	0	-0.2
CCn1c(=O)cc(OCC(=O)NC2CCCCC2)c2ccccc21	-9	2	0	-4	-1.5	-8	4	2	0.0
CC(=O)N1c2ccc(Cl)cc2C2OCCC2C1c1ccco1 (stereo not given)	6	-5	-2	-4	-2.7	3	3	3	-0.2
O=C(/C=C/c1ccc(O)c([N+](=O)[O-])c1)c1ccc2ccccc2c1	28	17	0	6	2.0	0	-25	7	0.0
N#Cc1c(SCc2ccccc2)nc(N2CCOCC2)c2c1CCCC2	14	3	-4	2	-0.1	2	-4	7	0.0
COC(=O)C(Cc1ccccc1)NC(=O)C12CC3CC(CC(C3)C1)C2 (stereo not given)	-1	-4	2	3	0.8	-4	-3	2	-0.1
COc1cccc(C2CC(=O)Nc3c2c(=O)[nH]c2ncnn32)c1 (stereo not given)	8	-4	2	-2	0.2	-2	5	9	0.0
O=C(NC1CCCCCCC1)C1=COCCO1	14	-7	-1	1	0.3	0	7	-5	0.0
O=C(Cn1c(=O)c(=O)n(Cc2ccccc2)c2ccc(Cl)cc21)Nc1ccc(F)cc1F	4	2	-1	-3	0.3	1	-4	5	0.0
COc1ccc(NC(=S)N(CCc2c(C)[nH]c3ccc(C)cc23)Cc2ccco2)cc1	11	7	1	1	2.5	2	7	-7	-0.1
Cn1c(NC(=O)/C=C/c2c(F)cccc2Cl)cc(=O)n(C)c1=O	0	2	-7	-4	0.5	-11	-2	0	0.0
COCCNC(=O)C(C)OC(=O)c1cc2occc2n1C (stereo not given)	4	7	0	1	-1.2	12	-1	-3	-0.1
O=C(CN1C(=O)C2C3C=CC(C3)C2C1=O)NCCc1ccccc1 (stereo not given)	6	-8	-4	2	0.8	-4	4	-6	0.1
CC1(c2ccc(Cl)cc2)NC(=S)N2C1NC(=S)N2c1ccccc1 (stereo not given)	-11	4	-2	-4	3.1	-3	-6	-5	0.0
Cc1ccc(C)c(S(=O)(=O)N2CCN(C(=O)CSC(=S)N3CCCC3)CC2)c1	12	5	-2	-1	0.1	-1	4	-2	0.5
Cc1ccc(/C=N/Nc2ccnc3cc(Cl)ccc23)c(C)c1	19	-3	0	33*	5.9	-2	3	4	0.0
C=CCSc1nccc(-c2cc(Cl)sc2Cl)n1	3	4	2	3	-4.5	-5	0	-4	0.2
CN(CC(=O)NNC(=O)CNC(=O)c1ccccc1Cl)S(=O)(=O)c1ccc(Cl)cc1	12	-5	-1	-6	-4.8	-1	86	5	0.0
CC(C)C(=O)Nc1cccc2nsnc12	7	-10	-2	-1	0.5	-1	13	8	-0.1
CCCC(=O)NC(=S)Nc1ccc(Cl)cn1	3	-4	4	-1	2.0	-1	8	3	-0.1
Cc1cccc(-n2ncc3c(NCc4ccco4)ncnc32)c1	0	-8	2	-1	2.9	-1	12	-3	0.2
Cc1ccc2c(=O)cc(C(F)F)oc2c1	-7	-3	-8	-3	-0.2	-2	2	2	-0.2
C=C1C[C@@]23CCC4[C@@](C)(CCC[C@@]4(C)C(=O)O)C2CC[C@]1(O)C3 (stereo not given in full)	5	.	.	-4	0.0	.	0	-1	-0.1
COc1cccc(C(CC(=O)NCc2ccco2)NS(=O)(=O)c2ccc(C)cc2)c1OC (stereo not given)	-15	-1	-2	-4	3.3	-1	-15	2	-0.1

Of the compounds above, 2 contain a CF3 group.
SMILES	PREPL inhibitor	core dimer inh	TPT1 inhibitor	PP1 inh	PP5 inh	Fh CTSL1 inh	GASC-1 inh	LYPLA2 counter	Efflux pump inh
O=C(CSc1nc(-c2ccccc2)cc(C(F)(F)F)n1)NCCN1CCOCC1	14	2	-2	4	0.2	1	-1	14	-0.1
Cc1cc(C(F)(F)F)nc(SCC(=O)NC2CC3CCC2C3)n1 (stereo not given)	-2	-2	-1	-3	-2.0	-1	1	0	-0.1

More results follow:
SMILES	PREPL inhibitor	core dimer inh	TPT1 inhibitor	PP1 inh	PP5 inh	Fh CTSL1 inh	GASC-1 inh	LYPLA2 counter	Efflux pump inh
O=c1[nH]cnc2nn(-c3ccccc3)nc12	15	9	3	-4	0.3	0	-6	1	-0.1
CCNC(=S)Nc1cc2oc3ccccc3c2cc1OC	3	-3	-3	3	2.6	-3	-5	3	0.0
CCCCN=CC1=C(O)C(C(=O)OC)C(C)(C)CC1=O (stereo not given)	-5	-8	-2	1	2.4	1	0	5	0.1
O=S(=O)(c1ccc(Cl)cc1)n1cnc2ccccc21	-2	-1	3	-1	2.1	-2	-1	1	0.0
Cn1nc(C(=O)NC2CCCN(Cc3ccccc3F)C2)c2ccccc2c1=O (stereo not given)	2	8	-2	-2	-0.5	6	2	4	2.6
O=C(NCCCN1CCCC1=O)c1cccc(S(=O)(=O)Nc2ccc(Br)cc2)c1	1	-1	2	1	-1.4	3	4	1	0.0
CC(C)CNC(=O)c1ccccc1Oc1ccccc1	14	7	0	-1	1.3	5	-6	3	0.1
COc1ccc([C@H]2CC(=O)C=C(c3cccc(F)c3OC)C2)cc1	6	.	.	1	0.7	.	13	0	0.0
CCOC(=S)SCC(=O)N1CCc2cc(OC)ccc2C1C1C(=O)CCCC1=O (stereo not given)	-3	-4	0	0	3.8	-5	-2	2	-0.1
O=C(Nc1cccc(C(F)(F)F)c1)Nc1ccc2[nH]c(=O)[nH]c2c1	7	-1	-4	2	0.1	-1	14	-16	-0.8
CCN(Cc1ccccc1)C(=O)CCc1nc(-c2ccc(C)cc2)no1	-1	-1	2	1	5.5	1	7	8	0.0
O=C(c1ccc(N2CCCS2(=O)=O)cc1)N1CCN(c2ccc(F)cc2)CC1	-9	2	1	-2	-2.2	0	7	25	0.1
CC(C)Cn1c(-c2ccc(F)cc2)n[nH]c1=S	3	-1	0	-1	-0.4	1	3	-1	0.1
O=C(Nc1ccc(S(=O)(=O)Nc2ccccn2)cc1)C(F)(F)F	-1	2	0	0	-1.1	3	6	-3	0.0
COC(=O)[C@@H](NC(=O)Nc1ccc(OC(F)(F)F)cc1)C(C)C	-3	-4	0	0	2.7	-1	-4	0	0.0

Copied from the list.
In PP1 inh, O=S(=O)(c1ccc(Cl)cc1)n1cnc2ccccc21 reads -1
In PP1 inh, COc1ccc([C@H]2CC(=O)C=C(c3cccc(F)c3OC)C2)cc1 reads 1

Some of the compounds tested; rates above refer to the full screens.
